Mdm2 MdmX PPI = inhibitors of human Mdm2-MdmX association, primary screen, cell-based, luminescence, split luciferase, SaOS-2, uHTS; Protein Mdm4 (Homo sapiens) + E3 ubiquitin-protein ligase Mdm2 (Homo sapiens), …; actives 3% (n = 330,000); inhibition, % at 8 µM; SaOS-2 split-luciferase Mdm2/MdmX complementation;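 active means inhibition of at least 50% at 8 µM in the primary screen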
Target sequence (O15151 whole entry, looked up): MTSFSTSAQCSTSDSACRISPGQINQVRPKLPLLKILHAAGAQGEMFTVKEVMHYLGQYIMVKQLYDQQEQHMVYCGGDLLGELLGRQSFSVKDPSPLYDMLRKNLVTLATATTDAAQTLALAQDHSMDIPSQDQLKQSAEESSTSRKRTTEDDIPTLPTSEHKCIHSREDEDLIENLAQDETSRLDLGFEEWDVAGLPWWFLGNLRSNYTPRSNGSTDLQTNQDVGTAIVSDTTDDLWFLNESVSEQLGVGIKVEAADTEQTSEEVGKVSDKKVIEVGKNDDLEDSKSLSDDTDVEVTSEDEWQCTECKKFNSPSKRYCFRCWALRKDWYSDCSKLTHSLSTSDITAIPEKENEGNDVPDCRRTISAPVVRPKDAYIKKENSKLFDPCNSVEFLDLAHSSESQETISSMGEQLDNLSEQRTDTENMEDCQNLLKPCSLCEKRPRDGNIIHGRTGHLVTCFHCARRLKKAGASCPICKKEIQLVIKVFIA
Target sequence (Q00987 whole entry, looked up): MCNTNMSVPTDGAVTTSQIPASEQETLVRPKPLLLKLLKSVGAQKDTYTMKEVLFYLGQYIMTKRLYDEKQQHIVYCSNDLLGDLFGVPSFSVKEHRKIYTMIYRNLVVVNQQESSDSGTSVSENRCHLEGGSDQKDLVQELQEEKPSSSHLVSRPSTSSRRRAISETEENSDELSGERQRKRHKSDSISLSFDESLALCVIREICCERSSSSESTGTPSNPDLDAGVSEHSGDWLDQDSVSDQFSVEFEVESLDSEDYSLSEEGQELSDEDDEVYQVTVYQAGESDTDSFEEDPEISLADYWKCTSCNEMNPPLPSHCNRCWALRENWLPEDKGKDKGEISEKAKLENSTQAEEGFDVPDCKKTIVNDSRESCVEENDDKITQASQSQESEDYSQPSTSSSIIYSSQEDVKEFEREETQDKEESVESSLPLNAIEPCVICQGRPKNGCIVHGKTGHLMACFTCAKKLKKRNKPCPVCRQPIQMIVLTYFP
CXCR6 inh = CXCR6 receptor inhibitors, primary screen, cell-based, beta-arrestin, luminescence, CHO-K1 PathHunter, 1536-well; C-X-C chemokine receptor type 6 (Homo sapiens), O00574; inhibition, % at 20 µM; actives 0.36% (n = 360,000); in the data active means inhibition above about 34%, passing the limit was not always enough;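 further: antagonist mode with CXCL16 agonist at 10 nM final; 0% = 10 nM CXCL16 with DMSO and 100% = unstimulated wells without agonist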
tim10-1 inh = growth inhibitors of tim10-1 mutant yeast, primary screen, luminescence, uHTS | S. cerevisiae tim10-1 ts strain growth, BacTiter-Glo, 24 h | inhibition, % at 20 µM | actives 2.2% (n = 330,000);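 active means inhibition of at least 40%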;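 further: mutant grown at 25 °C; 0% = DMSO wells with yeast and 100% = wells holding no yeast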
tim23-1 inh = growth inhibitors of tim23-1 mutant yeast, primary screen, luminescence, uHTS. S. cerevisiae tim23-1 growth, BacTiter-Glo luminescence, 24 h. inhibition, % at 20 µM. actives 1.3% (n = 330,000). AID 463212, 2010;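 active means growth inhibition of the mutant yeast at or above 50%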;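 further: temperature-sensitive mutant grown at 25 °C; plate controls were DMSO-treated mutant yeast for no effect and medium wells lacking yeast for full effect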
APJ antag = antagonists of human apelin receptor APJ, primary screen, CHO-K1 cells, beta-arrestin complementation, luminescence; actives 0.32% (n = 330,000); inhibition, % at 20 µM; P35414; AID 2521, 2010;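 active means inhibition above about 40% at 20 µM, limit read from the data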;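 further: cells challenged with 10 nM apelin-13 agonist together with compound; plate controls were apelin-13 plus DMSO wells for no effect and DMSO wells lacking apelin-13 for full effect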
APJ agonist = agonists of human apelin receptor APJ, primary screen, CHO-K1 cells, PathHunter beta-arrestin, luminescence. P35414. 0% DMSO wells, 100% apelin. activation, % at 20 µM. actives 0.11% (n = 330,000). AID 2520, 2010;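 active means activation more than six SD over the plate average, tested at 20 µM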;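 further: 0% = DMSO alone and 100% = apelin-13 at 10 nM; some results filed as inactive read as strong as hits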
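Assay system: CHO-K1 cells stably expressing ProLink-tagged human APJ and arrestin–beta-gal acceptor. Compound dosing: 20 µM single point, 1% DMSO. Times: 16-18 h seeding, 90 min dark compound exposure, 60 min detection. Detection: beta-gal luminescence. Evaluation: APJ–arrestin association signal. Controls: negative DMSO alone, positive Apelin-13 at 10 nM.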
TIM10 inh = growth inhibitors of isogenic TIM10 control yeast, primary screen, counter-screen for tim10-1 yeast inhibitor project, luminescence, uHTS; inhibition, % at 10 µM; actives 1.4% (n = 330,000); S. cerevisiae TIM10 strain growth, BacTiter-Glo luminescence, 24 h;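 active means inhibition of 40% or more at the single tested concentration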;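 further: wild-type TIM10 isogenic control strain grown at permissive 25 °C; 0% = DMSO yeast wells and 100% = minimal medium wells without yeast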
XBP1 UPR activ = activators of adaptive XBP1 UPR arm, primary screen, cell-based, CHO-XBP1 luciferase reporter, luminescence, uHTS; IRE1-XBP1 UPR activation; percent of tunicamycin response, DMSO as zero; activation, % at 20 µM; actives 0.33% (n = 330,000);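 active means versus positive control, 20 µM dose yields 30% or more activation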;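 further: 100% = tunicamycin at 10 µg/mL and 0% = DMSO only wells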
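Assay system: CHO-XBP1 luciferase reporter cells; Schedule: 6 h treatment, 37 °C; Detection: glow luminescence from Steady-Glo reagent; Benchmarks: high control tunicamycin 10 µg/mL final, low control DMSO vehicle only.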
CHOP UPR activ = activators of apoptotic CHOP UPR arm, primary screen, cell-based, CHO-CHOP luciferase reporter, luminescence, uHTS | UPR activation; percent of tunicamycin response over DMSO baseline | activation, % at 10 µM | actives 0.34% (n = 330,000) | AID 449763, 2010;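 active means at 10 µM dose, activation of 40% or more, normalized to positive control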;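 further: 100% = tunicamycin at 10 µg/mL and 0% = DMSO alone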
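Test system: CHO-CHOP cells, stable luciferase reporter of PERK-eIF2a-CHOP signalling | Quantity: 500 CHO-CHOP cells per well | Buffer or medium: F12 plus 10% serum | Compound dosing: 10 µM single point, 0.5% DMSO | Schedule: 6 h compound treatment, 37 °C | Signal: Luciferase luminescence | Control set: Tunicamycin high control, DMSO low control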
An asterisk follows results filed as active; . = no result given. Not all compounds are listed; rates above refer to the full screens.

Compound	Mdm2 MdmX PPI	tim10-1 inh	APJ antag	APJ agonist	XBP1 UPR activ	CHOP UPR activ	CXCR6 inh	tim23-1 inh	TIM10 inh
CCc1cc(C(=O)N2CCCC(C(=O)c3ccc(OC)c(F)c3)C2)n(C)n1 (stereo not given)	12	4	14	-9	-2	1.1	-5	8	-1
Cc1cc(=O)[nH]c2ccccc12	-4	3	13	-3	0	-0.3	2	11	-4
COc1ccc(NC(=O)c2ccc3c(c2)C(=O)N(CC2CCCO2)C3=O)c(OC)c1 (stereo not given)	13	-23	21	0	-2	2.8	-8	-5	-18
CN1CCN(NC(=O)NC2CCCCC2)CC1	17	10	1	0	-6	2.0	0	12	3
COc1ccc(S(=O)(=O)N(C)CC(=O)NCc2ccccc2)cc1OC	-15	15	1	3	-5	0.0	-4	6	-20
COc1cc2cnc(-c3ccsc3)cc2cc1OC	29	10	2	1	11	-0.1	-1	35	7
CCN1C(=O)C(CC(=O)Nc2c(C)cccc2C)SC1=Nc1ccc(S(N)(=O)=O)cc1 (stereo not given)	4	-4	-17	1	-4	-1.2	-5	-4	1
Cc1ccc(-c2csc(=S)[nH]2)cc1	-23	20	-13	-2	5	2.2	-12	27	19
COc1ccc(S(=O)(=O)Nc2cc3c4c(c2)CC(=O)N4CCC3)cc1	7	5	3	3	-2	-1.3	-10	4	-1
COc1ccc(NC(=O)Cn2nnc(-c3ccccc3NC(=O)c3ccco3)n2)cc1	55*	-12	4	-4	1	-3.6	2	-1	-4
Cc1ccccc1OCC(=O)OCC(=O)c1ccc[nH]1	-58	19	0	-3	-4	-0.1	-3	9	7
COc1ccc(C(=O)CSc2nnc(CN3CCCCC3)n2-c2ccc(F)cc2)cc1	-13	28	0	-3	-2	0.3	2	29	25
CCn1c(SCC(=O)NC2CCCC2)nnc1-c1ccccn1	8	-4	4	-6	-4	1.1	-11	-9	-5
CCCc1cc(C(=O)NCc2ccccc2)no1	-8	-2	14	-1	1	1.9	2	1	-21
COc1ccc(C(=O)Nc2nnc(-c3cccs3)s2)cc1	2	-56	-9	-3	-6	-6.2	-1	-25	-46
N#Cc1c(N)nc2c3c(sc(=N)c2c1N)NC(=O)CC3c1c(F)cccc1Cl (stereo not given)	-1	16	-18	2	5	-0.6	0	5	11
O=C(NCC1CCCN(Cc2cccc(OCCO)c2)C1)c1ccc(F)cc1 (stereo not given)	14	10	3	-2	1	1.1	-7	12	8
COc1ccc(-n2c(=O)n(Cc3ccccc3)c(=O)c3[nH]cnc32)cc1	16	-2	29	-7	0	1.2	27	-3	-6
O=C(CCN1C(=O)c2ccccc2C1=O)N1CCN(Cc2ccc(Cl)cc2Cl)CC1	24	37	3	-4	-5	-0.1	-1	40	25
Cc1cc(C)c2[nH]c(=S)cc(C)c2c1	14	32	18	1	0	0.7	-1	-1	1

As entered above.
`CCCc1cc(C(=O)NCc2ccccc2)no1` in Mdm2 MdmX PPI → -8
`COc1ccc(C(=O)Nc2nnc(-c3cccs3)s2)cc1` in CHOP UPR activ → -6.2

The main list resumes; the four compounds before the break are reprinted first.
Compound	Mdm2 MdmX PPI	tim10-1 inh	APJ antag	APJ agonist	XBP1 UPR activ	CHOP UPR activ	CXCR6 inh	tim23-1 inh	TIM10 inh
O=C(NCC1CCCN(Cc2cccc(OCCO)c2)C1)c1ccc(F)cc1 (stereo not given)	14	10	3	-2	1	1.1	-7	12	8
COc1ccc(-n2c(=O)n(Cc3ccccc3)c(=O)c3[nH]cnc32)cc1	16	-2	29	-7	0	1.2	27	-3	-6
O=C(CCN1C(=O)c2ccccc2C1=O)N1CCN(Cc2ccc(Cl)cc2Cl)CC1	24	37	3	-4	-5	-0.1	-1	40	25
Cc1cc(C)c2[nH]c(=S)cc(C)c2c1	14	32	18	1	0	0.7	-1	-1	1
CCOC(=O)C1(Cc2ccc(OC)cc2)CCN(C(=O)Cn2cnnn2)CC1	12	8	11	-1	2	0.8	-8	-2	6
COc1cc(NC(=O)c2cccc(NC3=NC4CS(=O)(=O)CC4S3)c2)cc(OC)c1OC (stereo not given)	6	7	-2	-2	-3	-0.1	-3	9	2
O=S(=O)(c1ccccc1)N1CCN(C(=S)Nc2ccc(F)cc2)CC1	26	22	9	-3	-3	-0.5	4	15	-6
CC1CCCN(C(=O)CN(C)S(=O)(=O)c2ccc3c(c2)c(=O)n(C)c(=O)n3C)C1 (stereo not given)	-16	-6	9	0	1	1.0	4	-4	-2
O=C(N/N=C/c1cc(Br)cs1)c1c[nH]c2ccccc12	9	14	-1	8	1	4.6	-11	60*	12
Cc1ccc(C)c(S(=O)(=O)N2C(=S)NC(=O)C2CC(C)C)c1 (stereo not given)	19	27	4	0	-2	-0.7	4	29	6
C[C@@H](C(=O)N[C@@H](Cc1ccccc1)C(=O)O)n1nnc2ccccc2c1=O	-6	-4	-10	-1	-2	1.4	1	5	-15
Cc1ccc(NC(=S)N(CCN2CCOCC2)Cc2cc3cc4c(cc3[nH]c2=O)OCO4)cc1	24	-31	2	-3	-3	2.7	4	-22	-15
N#Cc1ccsc1NC(=O)COC(=O)CCCSc1nc2ccccc2s1	24	36	14	-6	-2	-1.1	3	17	31
COC(=O)CC1C(=O)NCCN1C(=S)Nc1cc(C)cc(C)c1 (stereo not given)	27	27	-14	-3	-1	3.7	-4	3	0
C=CCn1c(SCC(C)=O)nc2sc3c(c2c1=O)CCC3	1	19	-1	-1	4	1.8	5	36	21
c1ccc(-c2nc(NCc3cccs3)c3ccccc3n2)cc1	2	-4	7	0	-5	0.3	9	51*	28
N#C/C(=C\c1ccc(Cl)cc1)c1n[nH]c(Cn2cncn2)n1	33	8	1	-6	-1	-4.4	-8	-2	3
Cc1[nH]c(C)c(S(=O)(=O)N2CCC(C)CC2)c1C(=O)N1CCCC1	-9	4	-27	-3	-3	0.9	5	6	8
CCOC(=O)c1ccc(CC2S/C(=C(\C#N)C(C)=O)NC2=O)cc1 (stereo not given)	4	14	12	-3	-3	2.4	10	10	21
O=C(NCC(=O)N(CC1CCCO1)C(C(=O)NC1CCCCC1)c1ccccc1)c1cccs1 (stereo not given)	9	9	8	1	-4	-0.2	4	14	-1
O=S(=O)(Nc1ccc(N=Nc2ccccc2)cc1)c1ccccc1	-26	55*	26	-5	-1	0.7	26	41	42*
CC([NH2+][O-])C(C)(C)NO (stereo not given)	-11	4	47*	-5	-1	1.6	30	1	4
CC(C)n1c(SC2CCOC2=O)nc2ccccc21 (stereo not given)	-7	10	-4	4	0	2.9	-2	9	5
Cc1ccc(CN(C)c2ccc(S(=O)(=O)N3CCCC3)cn2)cc1	10	9	-6	-2	0	0.1	-7	15	10

Other records:
Compound	Mdm2 MdmX PPI	tim10-1 inh	APJ antag	APJ agonist	XBP1 UPR activ	CHOP UPR activ	CXCR6 inh	tim23-1 inh	TIM10 inh
CN(C)C(=O)c1ccc(NC(=O)COC(=O)CC23CC4CC(CC(Br)(C4)C2)C3)cc1	3	17	7	4	0	2.5	4	3	-1
Cc1ccc(S(=O)(=O)N2CCCOC2CNC(=O)C(=O)NCCCn2ccnc2)cc1 (stereo not given)	-24	5	-12	-2	-1	0.4	0	2	2
CCCC(=O)NC1CCCc2c1cnn2-c1ccc(C)c(C)c1 (stereo not given)	5	19	2	0	-1	3.2	6	24	0
CSc1cccc(NS(=O)(=O)c2ccc(C(C)=O)cc2)c1	-20	12	6	1	-1	-0.7	6	19	-1
Cn1c(=O)oc2cc(S(=O)(=O)N3CCOCC3)ccc21	25	2	33	-2	-2	1.3	-2	-2	-8
O=C1CCc2cc(S(=O)(=O)N3CCC(C(=O)Nc4nccs4)CC3)ccc2N1	17	6	0	-2	-3	-1.4	-4	6	1
CCn1c(SCc2ccccc2)nc2cc(OC)c(OC)cc2c1=O	-4	-13	7	-4	1	-0.2	16	10	6
CCOC(=O)c1c(NC(=O)C2=C(C)NC(=S)NC2c2ccc(CC)cc2)sc(C)c1C (stereo not given)	64*	18	9	-1	3	0.2	.	19	10
COC(=O)[C@H](CCSC)NS(=O)(=O)c1ccccc1Br	3	9	15	0	0	-0.8	2	25	7
O=C(c1ccccc1Br)N1CCN(Cc2ccc3c(c2)OCO3)CC1	4	-3	-22	-2	-5	-0.8	4	8	-2
COc1ccc(N2CCN(CCNC(=O)Nc3cccc(C)c3C)CC2)cc1	-2	23	-11	0	-4	-1.9	0	13	1
Cc1cc(C)nc(NS(=O)(=O)c2ccc(NC(=O)CSc3nc(-c4ccccc4)c(C#N)c(=O)[nH]3)cc2)n1	21	9	11	0	-2	0.4	-3	5	6
C1=C(c2ccccc2)Nc2nnnn2C1	-11	21	5	-7	0	-0.5	-6	4	4
COc1cccc(-c2c(C(=O)N/N=C(\C)c3ccco3)nnn2-c2nonc2N)c1	16	-7	-5	-1	3	0.8	-11	10	-4

Of the compounds above, four have bromine:
Compound	Mdm2 MdmX PPI	tim10-1 inh	APJ antag	APJ agonist	XBP1 UPR activ	CHOP UPR activ	CXCR6 inh	tim23-1 inh	TIM10 inh
O=C(N/N=C/c1cc(Br)cs1)c1c[nH]c2ccccc12	9	14	-1	8	1	4.6	-11	60*	12
CN(C)C(=O)c1ccc(NC(=O)COC(=O)CC23CC4CC(CC(Br)(C4)C2)C3)cc1	3	17	7	4	0	2.5	4	3	-1
COC(=O)[C@H](CCSC)NS(=O)(=O)c1ccccc1Br	3	9	15	0	0	-0.8	2	25	7
O=C(c1ccccc1Br)N1CCN(Cc2ccc3c(c2)OCO3)CC1	4	-3	-22	-2	-5	-0.8	4	8	-2
